Bioassay records as filed in PubChem BioAssay.
APEX1 inh: qHTS Assay for Inhibitors of the Human Apurinic/apyrimidinic Endonuclease 1 (APE1); recombinant APE1, TAMRA/BHQ-2 abasic DNA cleavage fluorescence; Potency, µM (series often up to 65.8 µM), for inactives: top-dose activity change, negative = inhibition, actives largely listed as inhibitors; 350,000 tested, 0.35% active;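 note: potency is the fitted concentration of half-maximal effect; plate controls were vehicle for no effect and reference inhibitor for full effect; nearly all actives have a fitted effect of over 55% in size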
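Enzyme (0.75 nM final) and test compound are incubated 15 min at room temperature before adding 50 nM quenched THF abasic-site duplex. Cleavage dequenches TAMRA, followed at 525/598 nm over three reads one minute apart.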
Pol beta inh: qHTS Assay for Inhibitors of DNA Polymerase Beta | P06746 | Pol beta primer extension/strand displacement, fluorescence kinetic | Potency, µM (titrated, usually from 114 µM), for the others: at the highest dose activity change, negative = inhibition, hits mostly inhibitors | 340,000 tested, 1.3% active | AID 485314, 2010; note: potency is the fitted concentration of half-maximal effect; % is set by controls: 0 for no effect and ±100 for the full control effect
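Homogeneous kinetic assay of primer extension and strand displacement by 10 nM Pol beta, preincubated 15 min at room temperature with compound before 50 nM substrate (final) was added. Read at 0 and 10 min; four-parameter Hill fit.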
Apoferritin bind: qHTS Assay for Identification of Novel General Anesthetics | Ferritin light chain (Equus caballus), P02791 | 350,000 tested, 0.074% active | apoferritin/1-aminoanthracene competitive binding, fluorescence | AID 485281, 2010 | Potency, µM (doses to about 77.5 µM), for inactives: at the highest dose activity change, negative = displacement, hits mostly inhibitors; note: potency is the fitted concentration of half-maximal effect; % is set by controls: 0 for no effect and ±100 for the full control effect; nearly all actives have a fitted effect of over 20% in size
Target sequence (P02791 2-175 limits assumed): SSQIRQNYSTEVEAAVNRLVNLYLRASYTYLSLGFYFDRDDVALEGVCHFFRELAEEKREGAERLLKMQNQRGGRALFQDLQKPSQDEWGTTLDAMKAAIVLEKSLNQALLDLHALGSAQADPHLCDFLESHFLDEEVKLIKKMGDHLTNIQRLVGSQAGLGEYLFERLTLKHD
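Probe: 1-aminoanthracene (50% saturated, PBS). Protein: horse-spleen apoferritin, 10 uM. Incubation: 10 min, room temperature. Detection: 380 nm excitation, 535 nm emission. Analysis: normalized response, four-parameter Hill.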
POLI inh: qHTS for Inhibitors of Polymerase Iota; DNA polymerase iota (Homo sapiens), Q9UNA4; Potency, µM (doses to about 115 µM), without a hit: top-dose activity, negative = inhibition, most hits filed as inhibitors; 390,000 tested, 1% active; Pol iota fluorescent replication assay, 10 min; note: potency is the fitted concentration of half-maximal effect
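Pol iota at 10 nM preincubated 15 min with compounds at room temperature; reaction started with fluorescent substrate, 50 nM final. Fluorescence read kinetically at 0 and 10 min; buffer-only wells as negative control.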
BLM inh: qHTS Assay for Inhibitors of Bloom's syndrome helicase (BLM). RecQ-like DNA helicase BLM (Homo sapiens), P54132. recombinant BLM DNA unwinding, fluorescence dequenching. Potency, µM (doses to about 56.1 µM), for inactives: top-dose activity change, negative = inhibition, hits mostly inhibitors. 350,000 tested, 0.2% active;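 note: potency is the fitted concentration of half-maximal effect; plate controls were vehicle for no effect and no enzyme for full effect; nearly all actives have a fitted effect of over 35% in size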
Pol eta inh: qHTS for Inhibitors of Polymerase Eta | 390,000 tested, 1.2% active | DNA polymerase eta (Homo sapiens), Q9Y253 | Potency, µM (titrated, usually from 114 µM), for the others: at the highest dose activity change, negative = inhibition, usual class: inhibitors | recombinant Pol eta, fluorescent DNA replication assay; note: potency is the fitted concentration of half-maximal effect; % is set by controls: 0 for no effect and ±100 for the full control effect
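Pol eta (10 nM) was preincubated with compounds for 15 min at room temperature, after which fluorescent replication substrate (50 nM final) was added to start the reaction. Fluorescence was read kinetically at 0 and 10 min.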
POLK inh: qHTS for Inhibitors of Polymerase Kappa; DNA polymerase kappa (Homo sapiens), Q9UBT6; purified Pol kappa, fluorescent DNA synthesis assay, 10 min; Potency, µM (highest dose often 107 µM), without a hit: at the top dose activity, negative = inhibition, actives largely listed as inhibitors; 400,000 tested, 0.53% active; note: potency is the fitted concentration of half-maximal effect; % is set by controls: 0 for no effect and ±100 for the full control effect
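10 nM Pol kappa preincubated 15 min at room temperature with compounds, then reaction started with substrate at 50 nM final. Fluorescence read kinetically at 0 and 10 min; buffer-only wells served as negative control.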
Tb PGK inh: qHTS Assay to Find Inhibitors of Phosphoglycerate Kinase; Phosphoglycerate kinase, glycosomal (Trypanosoma brucei brucei), P07378; PGK/GAPDH coupled, Kinase-Glo luminescence, 60 min; Potency, µM (titrated, usually from 57.5 µM), without a hit: at the highest dose activity change, negative = inhibition, actives largely listed as inhibitors; 380,000 tested, 0.043% active; note: potency is the fitted concentration of half-maximal effect; % is set by controls: 0 for no effect and ±100 for the full control effect; nearly all actives have a fitted effect of over 60% in size
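Recombinant glycosomal PGK reaction used 1,3-bisphosphoglycerate generated in-well by GAPDH (100nM final) in 100mM TEA pH 7.6, 5mM MgCl2, 0.01% Tween-20. After 60 minutes at room temperature, ATP was read by Kinase-Glo Plus luminescence end-point.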
RXFP1 antagonist: qHTS Assay for Antagonists of the Relaxin Receptor RXFP1 | AID 1259400, 2018 | 350,000 tested, 0.59% active | Relaxin receptor 1 (Homo sapiens), Q9HBX9 | HEK293-RXFP1, relaxin-stimulated cAMP HTRF, 30 min; active compounds read low | activity change, negative = inhibition, % at 57.5 µM;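 active = activity change of -60% or lower, but not beyond a set lower limit; inconclusive = change between -60% and -40%, or beyond the set limit; inactive = change above -40%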; note: % is set by controls: 0 for no effect and ±100 for the full control effect
Target sequence (Q9HBX9 whole entry, looked up): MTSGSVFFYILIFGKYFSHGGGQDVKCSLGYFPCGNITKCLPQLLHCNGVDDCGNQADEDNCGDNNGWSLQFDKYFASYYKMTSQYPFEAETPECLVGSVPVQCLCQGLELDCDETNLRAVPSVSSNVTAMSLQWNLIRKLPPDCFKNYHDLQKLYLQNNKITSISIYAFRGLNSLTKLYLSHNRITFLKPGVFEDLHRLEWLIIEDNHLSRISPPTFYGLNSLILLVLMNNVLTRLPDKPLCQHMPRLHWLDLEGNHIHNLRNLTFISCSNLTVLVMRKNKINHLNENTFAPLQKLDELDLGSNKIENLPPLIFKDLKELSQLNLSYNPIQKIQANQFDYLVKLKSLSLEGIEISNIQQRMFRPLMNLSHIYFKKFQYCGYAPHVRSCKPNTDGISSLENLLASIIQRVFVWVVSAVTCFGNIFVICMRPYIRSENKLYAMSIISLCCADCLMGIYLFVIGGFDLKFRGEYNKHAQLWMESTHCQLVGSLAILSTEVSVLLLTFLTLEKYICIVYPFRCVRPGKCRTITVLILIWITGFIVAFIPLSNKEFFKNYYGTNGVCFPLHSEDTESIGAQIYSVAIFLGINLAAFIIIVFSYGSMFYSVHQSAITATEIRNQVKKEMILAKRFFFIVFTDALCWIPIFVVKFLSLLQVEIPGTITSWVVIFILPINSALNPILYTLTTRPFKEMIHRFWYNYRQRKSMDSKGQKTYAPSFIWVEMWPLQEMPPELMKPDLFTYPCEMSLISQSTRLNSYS
Starred values were filed as active, the others as inactive; i = inactive; ? = inconclusive; nt = no result given; & = joins results of further samples; [ ] = another dose, or the depositor's remark. Unless noted, calls come from the whole dose curve; as a rule, active = well fitted curve in the direction sought with a large enough effect; inconclusive = small, poorly fitted or top-dose-only effect, or another doubt; inactive = no such curve, though single readings can be large; an effect the other way counts as inactive or inconclusive. Not all compounds are listed; count on the stated rates, not on these rows.

compound	APEX1 inh	Pol beta inh	Apoferritin bind	POLI inh	BLM inh	Pol eta inh	POLK inh	Tb PGK inh	RXFP1 antagonist
CCC(Sc1nc2ccncc2[nH]1)C(=O)Nc1cc(C)ccc1C (stereo not drawn)	nt	1%	-14%	?	-3%	-14%	-4%	i	-6
Cc1ccc(-c2nnc(SCC(=O)N/N=C/c3ccc(C)s3)n2-c2ccc(C)cc2)cc1	-1%	-28%	-11%	-3%	-6%	-18%	-7%	-6%	8
CC1(C)CC(=O)C(C(C2=C(O)CC(C)(C)CC2=O)c2ccco2)C(=O)C1 (stereo not drawn)	0%	?	-21%	?	-1%	?	-24%	-5%	-33
Cc1ccc(C(=O)NC2CCN(C(=O)Nc3ccccc3Cl)CC2)cc1	-9%	22%	-7%	71%[activator]	-2%	-13%	4%	i	-4
CC(=O)c1cc2c(cc1N/C(=N/S(=O)(=O)c1ccc(C)cc1)c1ccc(F)cc1)OCO2	nt	1%	298%[activator]	?	-2%	12%	-14%[60.1 µM]	-6%	-8
COc1cc(CC(C#N)(CO)c2nc3ccccc3[nH]2)ccc1OC(F)F (stereo not drawn)	5%	1%	7%	136%[activator]	-1%	-13%	-6%	-10%	-7
CSc1ccc(Cl)c(C(=O)N2CCOc3ccccc32)c1	10%	-1%	-1%	19%	-4%	-22%	1%	-6%	-4
COC(=O)CSc1nc2c(c(=O)[nH]c(=O)n2C)n1CCC(C)C	5%	-1%	-10%	7%	-8%	-11%	-1%	0%	-6
CCn1ncc(S(=O)(=O)NCc2ccco2)c1C	-20%	-4%	-7%	-20%	-4%	-14%	-5%	-9%	5
O=C(Nc1ccc(C(=O)N2CCCC2)cc1)C1CCCCC1	nt	nt	nt	?	nt	2%	-13%	-7%	nt
Cc1nn(S(=O)(=O)c2ccccc2)c(C)c1S(=O)(=O)N1CCC(C)CC1	41%[activator]	0%&1%	-11%&-14%	-2%&-18%	-1%&-3%	-21%&-8%	-8%	-5%&-5%	-1
CCn1c2ccccc2c2nnc(SCc3ccccc3)nc21	-2%	?	-17%	?	-3%	-16%	-5%	5%	nt

compound	APEX1 inh	Pol beta inh	Apoferritin bind	POLI inh	BLM inh	Pol eta inh	POLK inh	Tb PGK inh	RXFP1 antagonist
CCCCn1nc2cc(C(=O)NCc3cc(C(F)(F)F)cc(C(F)(F)F)c3)ccc2c1OC	0%	-2%	5%	25%	5%	?	-3%	9%	nt
CCOc1ccc(NC(=O)C2CC(=O)N(c3ccccc3F)C2)cc1 (stereo not drawn)	9%	11%	1%	33%[activator]	-5%	7%	-11%	0%	-19
CC(C(=O)Nc1nc(-c2ccc(F)cc2)cs1)N1C(=O)C2CC=CCC2C1=O (stereo not drawn)	22%	nt	nt	19%	nt	-15%	-24%	1%	-28
CN1CCN(C(CNC(=O)C(=O)Nc2ccc3c(c2)OCCO3)c2ccc(F)cc2)CC1 (stereo not drawn)	0%	nt	nt	36%[activator]	nt	-4%	-2%	-7%	16
O=c1c2ccccc2sc2nc(CCl)nn12	nt	nt	nt	-16%	nt	-11%	-14%	-10%	0
Cc1cc(C(C)(C)C)cc(S(=O)(=O)NCC(=O)O)c1C	4%	3%	-2%	4%	-3%	3%	-2%	-4%	-8
O=C(Nc1ccccc1Br)N1CCN2CCCCC2C1 (stereo not drawn)	nt	15%	133%[activator]	20%	-1%	?	9%	2%	1
O=C(c1ccc(C(F)(F)F)cc1)N1CCC(=O)N([C@H](COCc2ccc(Cl)cc2)Cc2ccccc2)CC1	?	nt	49%[activator]	nt	-11%	nt	?	nt	nt
CCC(C(=O)NCCN1CCN(C)CC1)n1c(C)c2cnn(-c3ccccc3)c(=O)c2c1C (stereo not drawn)	4%	1%	-7%	-5%	-4%	-7%	9%	-11%	-4
Cc1cc(C)c(NC(=O)Nc2ccc3snnc3c2)c(C)c1	nt	15%	-10%	21%	-1%	-17%	-5%	-11%	nt
Nc1nnc(CCC2CCCCC2)s1	-4%	32%[activator]	?	-6%	-2%	-6%	6%	-9%	-8
Cc1ccc(C(=O)OCC(=O)Nc2cc(S(C)(=O)=O)ccc2Cl)cc1S(=O)(=O)N1CCCCC1	8%	-12%	-24%	-14%	-7%	-20%	-8%	-6%	-9

compound	APEX1 inh	Pol beta inh	Apoferritin bind	POLI inh	BLM inh	Pol eta inh	POLK inh	Tb PGK inh	RXFP1 antagonist
COc1cccc(N(CC(=O)NC2CCCC2)C(=O)Cn2nnc(-c3ccc(C)cc3)n2)c1	-7%	-19%	7%	-4%[58.9 µM]	-4%	-8%	-7%	-1%	9
O=C1CCCCCN1CP(=O)(O)CN1CCCCCC1=O	-2%	13%	-3%	143%[activator]	-2%	-3%	0%	-2%	6
CC(CCN1C(Nc2ccccc2)=NC[C@@H]1C)c1ccccc1 (stereo partly drawn)	17%	39%	-7%	43%[activator]	1%	-20%	-1%	-2%	nt
CCS(=O)(=O)c1ccc2oc(SCC(=O)NCCc3ccccc3)nc2c1	0%	38%	-2%	10%	-4%	1%	-10%	-2%	-1
COc1ccc(S(=O)CC(=O)Nc2ccc(Cl)cc2Cl)cc1 (stereo not drawn)	16%	40%	-4%	-5%	-10%	-17%	-3%	-1%	7
CCCN(C(=O)c1noc2c1COc1ccc(C)cc1-2)c1ccc(Cl)c(Cl)c1	nt	6%	-6%	29%	2%	-7%	-2%	-7%	nt
O=C(Cc1cccc(NC(=O)C2CCCN(C(=O)C3CCCC3)C2)c1)Nc1ccc(C(=O)N2CCOCC2)cc1 (stereo not drawn)	nt	nt	nt	-15%	nt	-11%	5%	-5%	nt
CC1CCN(S(=O)(=O)c2ccc(S(=O)(=O)NCC3COCCO3)cc2)CC1 (stereo not drawn)	3%	0%	-2%	-3%	-2%	-14%	5%	i	-6
COc1cc(C(=O)NC(C)c2ccc(-n3ccnc3)cc2)cc(OC)c1C (stereo not drawn)	4%	?	-13%	88%[activator]	-3%	2%	-7%	6%	-5
COc1cccc(COc2cc3ccccc3nc2C)c1	-8%	1%	-21%	5%	-3%	-13%	-6%	-2%	-15
CCOC(=O)c1[nH]c(CSc2nnc(-c3ccc(OC)cc3)o2)c(C(=O)OCC)c1C	15%	?	-22%	-1%	-4%	4%	-1%	i	-5
O=c1c2cc(N3CCOCC3)ccc2[nH]c(=S)n1CCCN1CCCC1	-2%	9%	49%[activator]	?	-4%	-12%	-7%	-5%	4

compound	APEX1 inh	Pol beta inh	Apoferritin bind	POLI inh	BLM inh	Pol eta inh	POLK inh	Tb PGK inh	RXFP1 antagonist
COc1ccc(Cn2cc(CN3CCS(=O)(=O)N(Cc4ccc(-c5cccc(Cl)c5)cc4)C(C)C3=O)nn2)cc1 (stereo not drawn)	nt	nt	nt	2%	nt	-11%	-17%	4%	nt
CCOc1ccc(NC(=O)C2CC=CCC2C(=O)O)cc1 (stereo not drawn)	-9%	?	2%	0%	0%	-8%	-7%	-8%	0
CCOC(=O)N1CCN(C(=O)COc2ccccc2OC)CC1	0%	3%	-12%	17%	0%	0%	-9%	nt	-5
COc1ccc(-n2c(Cc3cccn3C)nnc2SCC(=O)Nc2cccc(C)c2C)cc1	-1%	-13%	-13%	0%	-4%	-29%	0%	-5%	-8
Fc1ccc(CN2C3=NCCN3c3ccccc32)cc1	3%	-2%	-8%	35%[activator]	3%	-10%	1%	i	-8
Cc1cccc(NC(=O)COc2ccc(Br)cc2/C=N/O)c1	1%	7%	-4%	5%	-7%	-3%	-3%	i	-5
O=C(CN1CCCC1)Nc1c(Cl)cccc1Cl	27%	-13%	-1%	47%[activator]	-1%	-18%	1%	0%	2
CN(C)CCNC(=O)c1cccc2nc3c(ccc4ccccc43)nc12	nt	nt	nt	79µM*	nt	?	?	0%	-27
O=C(COC(=O)c1cc([N+](=O)[O-])ccc1NCc1ccccc1Cl)NCC(F)(F)F	0%	13%	-2%	174%[activator]	6%	-13%	-7%	-10%	-2
CN(CCc1ccccn1)C(=O)CCC1CCCN(C(=O)c2cccc(N(C)C)c2)C1 (stereo not drawn)	4%	1%	-10%	32%[activator]	-3%	-7%	5%	-1%	4
CN(CCc1ccccc1)C(=O)c1cccc(NC(=O)Cc2cccc(NC(=O)C3CCCN(C(=O)CCc4ccccc4)C3)c2)c1 (stereo not drawn)	nt	nt	nt	7%	nt	-8%	8%	i	nt
O=C(O)c1ccccc1/C=N/Nc1nc(N2CCCCC2)nc(N2CCCCC2)n1	?	28%	-7%	nt	-1%	nt	nt	nt	nt

compound	APEX1 inh	Pol beta inh	Apoferritin bind	POLI inh	BLM inh	Pol eta inh	POLK inh	Tb PGK inh	RXFP1 antagonist
CN(CCc1ccccc1)C(=O)c1ccc(NC(=O)Cc2cccc(NC(=O)C3CCN(C(=O)C4CC4)CC3)c2)cc1	nt	nt	nt	?	nt	-4%	-15%	4%	nt
C=CCC[C@@H](Cc1ccc(F)cc1)C(=O)OC[C@@H]1CCCN1C(=O)[C@@H](CC=C)CC(=O)N[C@@H](CO)Cc1ccccc1	-16%	nt	nt	29%	nt	?	-15%	10%	nt
Cc1nc(-c2ccccc2)cn2c1nc1ccccc12	0%	-14%	110%[activator]	26%	2%	-11%	7%	-8%	2
CN(C)S(=O)(=O)c1ccc(C(=O)Oc2cc(=O)[nH]c3ccccc23)cc1	3%	25%	-14%	6%	-6%	-2%	-1%	6%	7
